Screens (PubChem BioAssay)
Siah-1 displacement – blockers of Siah-1 interaction with plectin peptide – biochemical, fluorescence polarization, rhodamine-plectin, uHTS, primary screen (AID 1817); Siah-1 / rhodamine-plectin peptide fluorescence polarization; higher % means a stronger effect; displacement, % at 20 µM; hits with a dose series show IC50 in µM; 290,000 tested, 0.02% active;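 active = displacement of at least 50% at 20 µM, with a fluorescence ratio check between 0.3 and a set limit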;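 also: plate controls were Siah plus tracer with DMSO for no effect and tracer alone without Siah for full effect; strong numbers were not always called active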
KOR beta-arrestin-1 – kappa opioid receptor activators – cell-based, luminescence, uHTS, primary screen (AID 1777) | KOR beta-arrestin recruitment, luminescence; higher % means a stronger effect | activation, % at 10 µM; hits with a dose series show EC50 in µM | 280,000 tested, 0.02% active; in the data active = activation above about 50%, passing the limit was not always enough; also: a part of the inactive calls stands beside numbers as strong as those of hits
GPR35 arrestin U2OS – GPR35 antagonists blocking zaprinast-driven arrestin recruitment, primary screen, imaging, U2OS, beta-arrestin-GFP, zaprinast agonist (AID 2058). U2OS GPR35 beta-arrestin-GFP translocation imaging, zaprinast antagonism; higher % means a stronger effect. one-dose inhibition, % at 10 µM; IC50 in µM for titrated hits. 290,000 tested, 0.052% active;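 active = inhibition of at least 50% with at least 30 cells and total cytoplasm GFP at most 10,000,000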
KOR beta-arrestin-2 – kappa opioid receptor blockers – cell-based, luminescence, uHTS (AID 1778). inhibition, % at 10 µM; hits with a dose series show IC50 in µM. 290,000 tested, 0.091% active. KOR beta-arrestin recruitment, luminescence, antagonist mode; higher % means a stronger effect; in the data active = inhibition above about 50%; also: strong numbers were not always called active
NOD1 NF-kB reporter – inhibition of NOD1-driven NF-kB reporter – cell-based, luminescence, uHTS, primary screen (AID 1578); NOD1-driven NF-kB luciferase reporter cells, luminescence; higher % means a stronger effect; inhibition, % at 4 µM, or EC50 in µM where a hit was titrated; 290,000 tested, 1% active; in the data active = inhibition mostly above about 36%, no sharp cut-off; inactive = mostly below about 34%;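 also: HEK-293T reporter cells stimulated with the NOD1 agonist gamma-tri-DAP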
GPR55 antagonists – GPR55 antagonists blocking LPI-driven arrestin recruitment, primary screen, imaging, U2OS, beta-arrestin-GFP, LPI agonist (AID 2013) | U2OS GPR55 beta-arrestin-GFP translocation imaging, LPI antagonism; higher % means a stronger effect | one-dose inhibition, % at 10 µM; IC50 in µM for titrated hits | 290,000 tested, 0.13% active;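 active = spots per cell inhibited over 60%, with over 100 cells counted and total cytoplasm intensity under 500,000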;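 also: U2OS cells stably carrying GPR55 and arrestin-GFP stimulated by 5 µM LPI near EC80; imaged beta-arrestin-GFP aggregate spots per cell after agonist stimulation; plate controls were LPI-stimulated DMSO wells for no effect and DMSO wells without LPI for full effect; some results filed as inactive read as strong as hits; confirmed hits need IC50 under 10 µM and bright autofluorescent wells are also inconclusive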
AID2073 – disruptors of CaV2.2 binding to Mint1 – biochemical, HTRF (AID 2073) | HTRF protein-protein interaction, Mint1-CaV2.2; higher % means a stronger effect | inhibition, % at 20 µM, or IC50 in µM where a hit was titrated | 290,000 tested, 0.19% active; in the data active = inhibition mostly above about 51%, no sharp cut-off; also: some results filed as inactive read as strong as hits
GPR55 beta-arrestin – selective activators of receptor GPR55 – imaging, U2OS cells, beta-arrestin-GFP redistribution, primary screen (AID 1961) | activation, % at 10 µM, or EC50 in µM where a hit was titrated | 290,000 tested, 0.048% active | U2OS GPR55 beta-arrestin-GFP redistribution imaging; higher % means a stronger effect;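 active = activation above 40% with more than 50 cells counted in the well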;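 also: U2OS osteosarcoma cells stably expressing GPR55 and beta-arrestin-GFP; plate controls were DMSO negative control for no effect and LPI positive control for full effect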
HIV fusion peptide – cell-free HIV fusion peptide-binding blockers – biochemical, uHTS, fluorescence dequenching, primary screen (AID 1986); inhibition, % at 20 µM, or IC50 in µM where a hit was titrated; 290,000 tested, 0.3% active; cell-free peptide binding, fluorescence dequenching, 30 min; higher % means a stronger effect; in the data active = inhibition mostly above about 52%, no sharp cut-off; inactive = mostly below about 76%; also: some results filed as inactive read as strong as hits
The depositor's hits bear a star; · = not tested or not shown; [ ] = another dose, or the depositor's remark.

Siah-1 displacement	KOR beta-arrestin-1	GPR35 arrestin U2OS	KOR beta-arrestin-2	NOD1 NF-kB reporter	GPR55 antagonists	AID2073	GPR55 beta-arrestin	HIV fusion peptide	smiles
3.3%	-0.8%	-11.1%	22.2%	-10.2%	-2.2%	14.1%	-0.1%	0.1%	COc1ccc(NC(=O)c2cccc(S(=O)(=O)N3CCCCCC3)c2)cc1
-0.5%	-3.2%	7.1%	26.4%	2.1%	-10.4%	-7.1%	-0.1%	-0.3%	CC(C)[C@H](CO)Nc1nc(Nc2ccc(Cl)c(C(=O)O)c2)c2ncn(C(C)C)c2n1
-1.9%	0.8%	-5.1%	6.4%	-5.2%	-3.0%	0.3%	0.0%	0.1%	CS(=O)(=O)Nc1cccc(C2=NN(C(=O)c3cccc(F)c3)C(c3cccs3)C2)c1 (configuration not stated)
-1.1%	-3.3%	-5.5%	4.6%	-6.0%	1.9%	13.5%	0.2%	-2.0%	CCC(C)NC(=O)/C=C/c1ccc(S(=O)(=O)NCc2ccco2)cc1 (configuration not stated)
-4.9%	-3.9%	7.9%	22.5%	3.0%	12.3%	3.1%	-0.5%	-3.2%	CCOC(=O)C(=NCCCN1CCOCC1)NNc1cccc(C(F)(F)F)c1
-1.9%	2.4%	-1.8%	-20.9%	6.2%	6.7%	5.2%	-0.2%	-0.7%	CC(C)(C)c1nc(SCC(=O)NNC(=O)c2ccccc2)c2ccccc2n1
3.7%	-5.8%	-0.4%	1.2%	-17.5%	-1.6%	10.0%	-0.2%	-1.0%	COc1cc2c(cc1OC)CN(C(=O)/C=C/c1ccc(F)cc1)CC2
2.1%	4.0%	3.0%	-21.3%	4.2%	10.1%	3.2%	-0.2%	-1.3%	CC1CCN(CCOc2cc(Cl)ccc2Cl)CC1
3.9%	4.7%	-4.7%	-67.1%	-11.7%	7.2%	-2.5%	0.8%	-0.1%	CC(=O)Nc1cc(-c2ccc(Cl)cc2)nn1-c1ccccc1
1.3%	-6.0%	-10.0%	14.1%	-14.0%	12.8%	-10.0%	-0.1%	2.4%	O=C1C2CCCN2C(c2cccc(F)c2)N1c1cccc(Cl)c1 (configuration not stated)

Overlap with the part before: 2 entries, then new ones.
Siah-1 displacement	KOR beta-arrestin-1	GPR35 arrestin U2OS	KOR beta-arrestin-2	NOD1 NF-kB reporter	GPR55 antagonists	AID2073	GPR55 beta-arrestin	HIV fusion peptide	smiles
3.9%	4.7%	-4.7%	-67.1%	-11.7%	7.2%	-2.5%	0.8%	-0.1%	CC(=O)Nc1cc(-c2ccc(Cl)cc2)nn1-c1ccccc1
1.3%	-6.0%	-10.0%	14.1%	-14.0%	12.8%	-10.0%	-0.1%	2.4%	O=C1C2CCCN2C(c2cccc(F)c2)N1c1cccc(Cl)c1 (configuration not stated)
-0.4%	-2.0%	0.7%	-5.5%	16.9%	3.5%	3.3%	0.3%	-2.1%	COc1cccc(C2=CC(c3cc(OC)ccc3OC)n3nnnc3N2)c1 (configuration not stated)
-3.3%	4.2%	2.7%	-37.3%	-32.8%	3.4%	3.7%	0.6%	1.1%	CC(=O)C1=C(O)C(=O)N(CCN(C)C)C1c1ccc(Cl)cc1 (configuration not stated)
4.3%	-1.4%	-11.2%	24.7%	11.4%	17.9%	7.2%	0.0%	-0.1%	C=CCOc1ccc(/C(O)=C2\C(=O)C(=O)N(CCN(C)C)C2c2cccs2)cc1 (configuration not stated)
-0.2%	-2.7%	-30.6%	-19.0%	0.0%	9.4%	-13.5%	-0.1%	1.8%	CC(C(=O)NC1C=CS(=O)(=O)C1)N1C(=O)/C(=C/c2ccc(Cl)cc2)SC1=S (configuration not stated)
13.9%	-2.4%	-3.5%	11.1%	-1.9%	-8.7%	-6.1%	0.0%	-1.4%	COc1ccc(CCNc2cc(C)[nH]c(=O)c2)cc1OC
3.9%	·	-14.7%	·	-19.2%	6.2%	0.8%	-0.1%	2.4%	Nc1nc2ccccc2n1CCN1CCCC1
10.2%	-4.7%	-7.5%	-4.5%	-17.2%	20.1%	3.8%	-0.4%	-1.0%	O=C(CCNC(=O)c1ccccc1)OCC(=O)c1cccc(Cl)c1
-9.1%	-4.2%	-1.9%	21.9%	0.6%	1.7%	-14.8%	-0.2%	-2.5%	COc1cc(C(=O)NC(=S)Nc2ccc(N3CCCC3)cc2)cc(OC)c1OC
1.5%	-3.1%	-2.6%	-3.0%	-25.2%	-5.3%	-1.5%	0.0%	0.2%	C/C(=N\N=C1\NC(=O)C(CC(=O)Nc2ccccc2F)S1)C1CCCCC1 (configuration not stated)
4.9%	7.1%	3.5%	18.4%	-8.2%	0.9%	0.8%	0.7%	10.4%	CCOc1ccccc1-n1c(SCC(=O)N2CCOCC2)nnc1-c1ccccn1
3.9%	-2.6%	6.0%	23.9%	-15.1%	-11.8%	0.4%	0.1%	1.3%	CCOc1ccc(C(=O)NCC(C)CN(C)C)cc1OCC (configuration not stated)
3.4%	-5.0%	13.8%	11.1%[20 µM]	-7.4%	-0.8%	-0.3%	-0.3%	0.4%	O=C1CC(=O)Nc2cc(S(=O)(=O)Nc3ccc(F)cc3Cl)ccc2N1
-6.1%	3.4%	-3.9%	36.8%	-9.0%	-3.7%	0.6%	-0.2%	-0.8%	COc1ccc(N(CC(=O)Nc2cccc(C)c2C)S(=O)(=O)c2c(C)[nH]c(=O)[nH]c2=O)cc1
-0.6%	-1.7%	3.4%	0.4%	-30.9%	-1.2%	11.6%	0.0%	-1.0%	Cc1ccccc1-c1nnc(SCCOc2ccc3c(C)cc(=O)oc3c2)o1
7.1%	1.6%	-5.7%	-16.0%	12.2%	-2.1%	1.8%	0.3%	0.8%	S=C1NC[C@H](c2ccccc2)N1CC1CCCCC1
0.8%	3.1%	0.3%	-50.9%	49.5%	-1.0%	-0.8%	-0.2%	0.0%	O=C(O)/C=C/C(=O)NC1CCCCC1
-4.9%	-3.0%	-0.4%	-13.4%	-2.5%	0.1%	13.6%	-0.1%	-0.7%	C(=C\c1ccccc1)/CN1CCN(Cc2nc(Cc3ccccc3)no2)CC1
2.9%	-5.4%	-0.6%	16.2%	14.6%	2.8%	-5.9%	-0.1%	-0.7%	COc1ccc2c(c1)CC/C(=C\c1ccc(OC)c(Cn3nc(C)cc3C)c1)C2=O
-1.6%	3.3%	12.2%	-4.4%	7.8%	13.4%	-4.9%	-0.1%	-1.3%	CN1C(C(=O)Nc2ccc(OC(F)(F)F)cc2)=CC(c2cccs2)=NS1(=O)=O
-0.1%	-2.3%	-8.8%	13.8%[20 µM]	12.5%	10.0%	4.8%	0.3%	0.9%	CC(=O)c1ccccc1OCC(O)CN1CCN(CCN2C(=O)c3cccc4cccc(c34)C2=O)CC1 (configuration not stated)
45.1%	-0.8%	2.7%	-29.5%	-40.0%	-11.1%	-2.0%	-0.1%	-0.3%	O=C(COC(=O)c1cnccn1)c1ccc(Cl)cc1
4.7%	-1.2%	·	-15.0%	49.6%	-1.3%	0.5%	0.2%	-2.0%	Cc1cccc(Nc2nc(N)c([N+](=O)[O-])c(N3CC(C)CC(C)C3)n2)c1 (configuration not stated)
0.9%	5.9%	3.8%	-27.8%	-14.0%	-8.2%	-4.9%	0.9%	-1.5%	O=C(Oc1ccccc1N1CCOCC1)c1sccc1Br
0.3%	-0.7%	-3.1%	21.3%	0.1%	1.0%	-0.4%	-0.2%	-0.7%	O=S(=O)(c1cccc(C(F)(F)F)c1)N1CCC(O)(c2cccnc2)CC1
-7.8%	-3.2%	8.9%	5.2%	-2.2%	3.9%	0.2%	-0.4%	-0.6%	CC(C)c1onc(C(=O)N2CCCCCC2)c1[N+](=O)[O-]
-7.7%	8.4%	43.7%	41.1%[20 µM]	-19.3%	-15.7%	9.1%	-0.1%	1.6%	C(=C/c1nccc2c1[nH]c1ccccc12)/c1ccc2c(c1)OCO2
-0.9%	-1.9%	-5.7%	0.4%	-5.8%	-2.2%	13.9%	0.7%	-4.6%	NC(=O)CC(NC(=O)Cc1cccc2ccccc12)c1ccc(N2CCc3ccccc3C2)c([N+](=O)[O-])c1 (configuration not stated)
-3.7%	2.1%	2.4%	-38.9%	5.5%	-1.6%	2.2%	-0.1%	11.4%	Cc1[nH]nc2c1C1(CCN(Cc3ccccc3)CC1)C(C#N)=C(N)O2
-0.5%	3.0%	4.9%	32.0%	14.8%	-10.3%	-7.2%	-0.1%	-1.6%	CN(C)C(=O)NC(O)C(Cl)Cl (configuration not stated)
5.0%	-1.2%	6.8%	-0.6%	-78.7%	-1.9%	-0.4%	0.3%	-0.3%	C/C(=C\C(=O)c1ccccc1)Nc1cccc(O)c1

Looked up above.
GPR55 antagonists, NC(=O)CC(NC(=O)Cc1cccc2ccccc12)c1ccc(N2CCc3ccccc3C2)c([N+](=O)[O-])c1 (configuration not stated) is entered as -2.2%
KOR beta-arrestin-2, O=S(=O)(c1cccc(C(F)(F)F)c1)N1CCC(O)(c2cccnc2)CC1 is entered as 21.3%

The results go on.
Siah-1 displacement	KOR beta-arrestin-1	GPR35 arrestin U2OS	KOR beta-arrestin-2	NOD1 NF-kB reporter	GPR55 antagonists	AID2073	GPR55 beta-arrestin	HIV fusion peptide	smiles
-0.5%	13.6%	10.6%	-6.4%	-29.8%	0.9%	5.9%	-0.2%	0.7%	COc1ccc(C(=O)N(CC(=O)NC(C)(C)C)c2ccc3c(c2)OCCO3)cc1OC
2.3%	-5.7%	-0.7%	-14.7%	-11.5%	11.5%	3.2%	-0.2%	3.1%	COc1ccc(OC)c(NC(=O)C2CC(=O)N(c3ccccc3)C2)c1 (configuration not stated)
-3.0%	0.9%	-7.7%	-9.6%	-13.5%	6.8%	10.0%	-0.1%	1.5%	COc1ccsc1C(=O)NCCN1CCOCC1
7.5%	-5.0%	6.1%	26.7%	-3.4%	6.2%	5.7%	0.6%	-1.7%	Cc1c(CN2CCCCC2C)c(=O)n(-c2ccccc2)n1C (configuration not stated)
-0.3%	-5.4%	3.3%	9.9%	-25.3%	10.2%	10.7%	0.2%	-1.7%	O=C(NC1CCCC1)C(c1ccncc1)N(CC1CCCO1)C(=O)Cn1nnc(-c2cccs2)n1 (configuration not stated)

Three entries already listed, sorted by the number in HIV fusion peptide, lowest first:
Siah-1 displacement	KOR beta-arrestin-1	GPR35 arrestin U2OS	KOR beta-arrestin-2	NOD1 NF-kB reporter	GPR55 antagonists	AID2073	GPR55 beta-arrestin	HIV fusion peptide	smiles
7.5%	-5.0%	6.1%	26.7%	-3.4%	6.2%	5.7%	0.6%	-1.7%	Cc1c(CN2CCCCC2C)c(=O)n(-c2ccccc2)n1C (configuration not stated)
-0.5%	13.6%	10.6%	-6.4%	-29.8%	0.9%	5.9%	-0.2%	0.7%	COc1ccc(C(=O)N(CC(=O)NC(C)(C)C)c2ccc3c(c2)OCCO3)cc1OC
-3.0%	0.9%	-7.7%	-9.6%	-13.5%	6.8%	10.0%	-0.1%	1.5%	COc1ccsc1C(=O)NCCN1CCOCC1

A portion of the library; count on the stated rates, not on these rows.
